# Rab7 wt modul: modulators of GTP binding to Rab7, primary screen, biochemical, wildtype, multiplex bead flow cytometry; GTP binding activity (percent of control), % at 10 µM; Rab7 GTPase wild type (dog), Bodipy-FL-GTP binding; AID 758, 2007; 190,000 tested, 0.055% active; GST-Rab7 beads, fluorescent GTP binding; actives lie on both sides; untreated = 100%, excess cold GTP = 0%;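 active = fluorescent GTP binding to Rab7 beads changed by at least 20 points from the 100% baseline, either direction, mostly lower; inconclusive = compound itself probably fluorescent, or too few beads counted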;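 note: median green fluorescence of bound Bodipy-FL-GTP per Rab7 bead population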
# Mcl1 Bid PPI: Mcl-1/Bid binding inhibitors, primary screen, biochemical, TR-FRET, 1536-well | Induced myeloid leukemia cell differentiation protein Mcl-1 (Homo sapiens), Q07820 | TR-FRET Mcl-1/Bid-Dy647 peptide binding | inhibition, % at 21.7 µM | 220,000 tested, 0.97% active | AID 1021, 2008;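 active = compounds that cut the binding signal by more than half at the single screening dose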;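 note: His-tagged Mcl-1 with europium anti-His antibody binding Bid BH3 peptide; 0% = Mcl-1 plus peptide wells and 100% = peptide-only wells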
# Target sequence (Q07820 whole entry, looked up): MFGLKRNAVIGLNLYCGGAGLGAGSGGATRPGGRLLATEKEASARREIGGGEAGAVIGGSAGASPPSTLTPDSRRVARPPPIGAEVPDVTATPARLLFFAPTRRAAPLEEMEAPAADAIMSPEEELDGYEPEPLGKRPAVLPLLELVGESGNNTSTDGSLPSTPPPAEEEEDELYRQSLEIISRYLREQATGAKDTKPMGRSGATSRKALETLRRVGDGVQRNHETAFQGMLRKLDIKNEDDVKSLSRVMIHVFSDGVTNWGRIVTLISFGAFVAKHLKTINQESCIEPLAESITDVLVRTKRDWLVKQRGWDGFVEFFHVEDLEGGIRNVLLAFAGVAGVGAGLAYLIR
# HRas wt GTP bind: modulators of GTP binding to HRas wildtype, primary screen, biochemical, bead-based flow cytometry, multiplex; GST-Ras wt beads, Bodipy-FL-GTP binding; actives lie on both sides; GTP binding activity, % at 10 µM; 190,000 tested, 0.14% active; AID 759, 2007;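 active = GTP binding activity at least 20% away from the 100% baseline, either lowered as inhibitor or raised as activator; inconclusive = flagged as likely green fluorescent, judged across all proteins in the well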;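 note: 0% = unlabeled GTP competition control and 100% = no-compound control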
# Target sequence (P01112 whole entry, looked up): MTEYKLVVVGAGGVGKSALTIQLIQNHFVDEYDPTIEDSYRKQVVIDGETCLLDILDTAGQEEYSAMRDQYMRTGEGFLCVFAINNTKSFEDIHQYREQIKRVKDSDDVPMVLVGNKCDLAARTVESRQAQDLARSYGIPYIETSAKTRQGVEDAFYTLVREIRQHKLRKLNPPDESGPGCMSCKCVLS
# Rac1 act GTP bind: GTP binding modulators of activated mutant Rac1, primary screen, biochemical, bead-based flow cytometry, multiplex, fluorescent GTP; Ras-related C3 botulinum toxin substrate 1 (Homo sapiens), P63000; percent activity (GTP binding), % at 10 µM; GST-Rac1 activated beads; actives lie on both sides; 100% means binding = to untreated wells; AID 764, 2007; 190,000 tested, 0.11% active;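 active = GTP binding at least 20 percentage points away from the 100% baseline, in either direction, so actives lie on both sides; inconclusive = Compound likely fluorescent itself, or too few beads counted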
# Mcl-1 Bim block: inhibitors of Bim peptide binding to Mcl-1, primary screen, biochemical, bead-based flow cytometry, multiplex | Induced myeloid leukemia cell differentiation protein Mcl-1 (Homo sapiens), Q07820 | Bim peptide-Mcl-1 binding | inhibition, % at 10 µM | 190,000 tested, 0.1% active; in the data active = inhibition above about 40%;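 note: 0% = no compound tracer wells and 100% = peptide blocker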
# Cdc42 wt GTP: modulators of GTP binding to wildtype Cdc42, primary screen, biochemical, multiplex bead flow cytometry, Bodipy-GTP | percent activity (GTP binding), % at 10 µM | 190,000 tested, 0.2% active | Cell division control protein 42 homolog (Homo sapiens), P60953 | GST-Cdc42 beads; actives lie on both sides | AID 761, 2007;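 active = percent activity GTP binding at least 20 points away from the 100% baseline, either down as inhibitor or up as activator; inconclusive = compound flagged as likely green fluorescent from well-wide comparison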;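 note: median bead fluorescence of bound Bodipy-FL-GTP at 100 nM; 0% = excess unlabeled GTP control and 100% = no compound control; below 100% means less GTP binding so inhibitor and above means activator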
# Target sequence (P60953 whole entry, looked up): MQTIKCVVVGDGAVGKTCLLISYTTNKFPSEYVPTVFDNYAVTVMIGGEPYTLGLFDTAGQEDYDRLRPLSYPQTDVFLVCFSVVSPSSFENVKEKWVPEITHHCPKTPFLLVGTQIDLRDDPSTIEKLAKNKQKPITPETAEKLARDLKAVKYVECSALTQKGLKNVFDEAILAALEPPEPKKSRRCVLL
# Mcl1-Noxa inh: Mcl-1/Noxa binding inhibitors, primary screen, biochemical, TR-FRET, 1536-well; TR-FRET Mcl-1/Noxa peptide binding, 2 h; Induced myeloid leukemia cell differentiation protein Mcl-1 (Homo sapiens), Q07820; inhibition, % at 21.7 µM; 220,000 tested, 1.5% active;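 active = compounds that cut the protein-peptide binding signal by more than 50% relative to plate controls in a single-dose test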;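 note: His-tagged Mcl-1 with rhodamine Noxa BH3 peptide and terbium anti-His antibody; 0% = Mcl-1 plus Noxa peptide wells and 100% = peptide-only wells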
# Rac1 wt GTP bind: wildtype Rac1 GTP binding modulators, primary screen, biochemical, GST-Rac1 beads, flow cytometry, multiplex; Ras-related C3 botulinum toxin substrate 1 (Homo sapiens), P63000; fluorescent GTP binding; actives lie on both sides; 0 = cold GTP competed, 100 = untreated; GTP binding activity (% of control), % at 10 µM; 190,000 tested, 0.27% active; AID 757, 2007;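 active = GTP binding activity at least 20 points away from the 100% control level, either lower or higher; inconclusive = compound flagged as likely green fluorescent, judged across all proteins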
# RGS8-Gao reg: RGS8-Galphao binding modulators, primary screen, biochemical, multiplexed bead flow cytometry; Guanine nucleotide-binding protein G(o) subunit alpha (Homo sapiens), P09471; actives lie on both sides; response (percent of control binding), % at 10 µM; 220,000 tested, 0.34% active; AID 1423, 2008; in the data active = response below about 60% or above about 140%; inactive = in between;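 note: Galphao activated as the GDP aluminium fluoride complex binding bead-coupled RGS8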
# Target sequence (P09471 whole entry, looked up): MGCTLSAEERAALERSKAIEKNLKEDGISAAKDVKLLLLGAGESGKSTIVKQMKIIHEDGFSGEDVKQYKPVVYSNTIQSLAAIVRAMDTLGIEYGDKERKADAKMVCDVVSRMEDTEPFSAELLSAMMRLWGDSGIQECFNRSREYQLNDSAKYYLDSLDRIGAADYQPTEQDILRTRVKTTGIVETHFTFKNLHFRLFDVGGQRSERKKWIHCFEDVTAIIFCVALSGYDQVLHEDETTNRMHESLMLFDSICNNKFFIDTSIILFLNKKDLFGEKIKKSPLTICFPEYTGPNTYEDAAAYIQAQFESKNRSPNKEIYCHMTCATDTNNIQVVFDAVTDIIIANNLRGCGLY
# Pf gametocyte: late stage P. falciparum gametocyte viability inhibitors, primary screen, ATP luminescence, HTS | P. falciparum stage V gametocytes, 24 h | inhibition, % at 10.9 µM | 150,000 tested, 0.065% active;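 active = inhibition above the mean plus 3 SD of compounds within the control limits, set per campaign, cut at about 38% in these data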;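 note: 0% = DMSO wells and 100% = medium only without gametocytes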
# Rab2 wt GTP: modulators of GTP binding to Rab2A wildtype, primary screen, biochemical, dog, bead-based flow cytometry, multiplex | GST-Rab2 wt beads, Bodipy-GTP binding | 190,000 tested, 0.19% active | GTP binding activity, % at 10 µM | Ras-related protein Rab-2A (Canis lupus familiaris), P61105;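 active = GTP binding activity at least 20 points away from 100%, either lowered or raised; inconclusive = signal likely due to the compound's own green fluorescence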;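 note: 0% = beads with excess unlabeled GTP and 100% = no-compound control corrected for plate trend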
# * hit, by the source's call; ? = inconclusive; . = no result given.
SMILES,Rab7 wt modul,Mcl1 Bid PPI,HRas wt GTP bind,Rac1 act GTP bind,Mcl-1 Bim block,Cdc42 wt GTP,Mcl1-Noxa inh,Rac1 wt GTP bind,RGS8-Gao reg,Pf gametocyte,Rab2 wt GTP
CCOC(=O)c1c(-c2ccccc2)oc2ccc(O)c(CN3CCOCC3)c12,102,2,98,98,-3,100,20,101,106,3,99
N#C/C(=N\Nc1c(Cl)cccc1Cl)C(=O)NN,97,-3,98,99,-2,101,9,101,101,13,100
Nc1nc(SCc2nc3scc(-c4ccccc4)c3c(=O)[nH]2)n[nH]1,102,-34,104,100,15,99,5,107,101,.,101
COc1ccc(/C=N\NS(=O)(=O)c2ccc(Br)cc2)cc1COc1ccccc1[N+](=O)[O-],102,1,102,98,0,103,22,105,105,-16,104
Cc1ccc(C(=O)Nc2ccc(N3CCN(S(C)(=O)=O)CC3)cc2)cc1,92,9,97,95,-2,99,5,95,101,16,96
Cc1c(Cl)cccc1NC(=S)NCCC(C)C,104,-6,104,101,-2,101,27,106,102,.,101
COCCNC(=O)Cn1c(=O)n(Cc2ccc(C(=O)NCCc3ccc(OC)c(OC)c3)cc2)c(=O)c2ccccc21,100,-5,95,94,-5,91,9,96,103,-12,95
Cn1ncc(C#N)c1NC(=O)C1CC(c2ccc(Cl)cc2)=NO1 (stereo not given),101,-4,103,100,0,104,0,105,104,-22,100
Cc1ccc(S(=O)(=O)Nc2nc3ccc(S(=O)(=O)N4CCCC4)cc3s2)cc1,90,16,94,92,-1,94,29,89,99,.,93
Cc1nc2cc(NC(=O)Nc3ccccc3Cl)ccc2n1C,94,-16,94,93,0,92,2,96,93,-6,93
CN(C)c1ccnc2sc(C(=O)c3ccc(Br)cc3)c(N)c12,104,-20,93,92,-2,89,8,92,97,-34,93
CC(C(=O)NC1CCCC1)N(C(=O)c1snc(C(N)=O)c1N)c1ccc2c(c1)OCCO2 (stereo not given),?,-24,?,?,-1,?,14,?,96,-13,?
O=C(Cn1ccc(C(F)(F)F)n1)N/N=C/c1ccc(N2CCOCC2)cc1,97,-33,99,99,-3,100,10,101,100,32,99
Cc1ccc(OCC(=O)Nc2cnn(CCCC(=O)O)c2)c([N+](=O)[O-])c1,102,-6,100,98,-6,100,-2,99,102,-17,100
Cn1cccc1Cc1nnc(SCC(=O)Nc2ccc3c(c2)OCCO3)n1-c1ccc(F)cc1,100,-39,97,96,-6,97,5,98,103,.,96
Cc1cc(NC(=O)CCCSc2nc(-c3ccco3)cc(C(F)(F)F)n2)no1,97,-43,101,100,-4,106,11,106,102,.,102
O=C(CN1C(=O)CSc2ccccc21)N1CCc2ccccc21,97,-6,95,93,7,94,9,89,92,.,96
COc1ccc(NC(=O)c2cc(=O)[nH]c(=O)[nH]2)cc1S(=O)(=O)Nc1ccccc1Cl,104,-14,96,94,-1,89,8,94,103,9,95
CCOC(=O)C(CC)Sc1nnc2c3cc(C)ccc3n(C)c2n1 (stereo not given),90,-8,92,96,2,93,-9,95,88,.,91
CCO[C@@H]1OC(C(=O)NC2CC2)=C[C@H](c2csc3ccccc23)[C@H]1CCCO,100,3,96,93,-2,94,1,97,102,.,95
COc1ccc(N2CN=C3SCC(=O)N3C2)cc1,99,-25,101,98,-2,100,21,105,100,.,101
CC1(C)Cc2ccccc2-c2nnc(-c3ccco3)n21,100,-15,103,98,0,102,6,108,98,.,102
O=c1c2c3c(sc2nc2n1CCCCC2)CCCCC3,94,4,97,94,-1,97,11,95,103,.,96
O=C(CCCOc1ccccc1)NCCc1nc2ccccc2[nH]1,101,-15,97,96,0,97,13,101,99,10,100
CCCOc1cccc(CN2CCCCC2c2cccnc2)c1 (stereo not given),106,70*,102,99,-1,99,35,99,101,.,103
Cc1cccc(N2CCN(C(=O)/C=C/c3cccs3)CC2C)c1 (stereo not given),?,-24,?,?,0,?,-9,?,110,-16,?
O=C(/C=C/c1cccs1)Nc1ccc(N2CCOCC2)c(S(=O)(=O)Nc2ccccc2Cl)c1,99,-15,101,102,0,102,-12,103,103,19,101
Clc1ncccc1-c1nnn(-c2ccccc2)n1,100,-8,96,94,-5,93,-2,95,86,9,93
CC(=O)SC(C[N+](=O)[O-])c1cn(C(C)=O)c2ccccc12 (stereo not given),97,15,97,92,-6,95,59*,95,85,-15,93
N=C1/C(=C/c2cccn2-c2ccc([N+](=O)[O-])cc2)C(=O)N=C2SC=CN12,101,-63,99,98,-7,101,61*,104,99,17,99
COc1ccc(NC(=O)C2CCCCN2CC(=O)OCc2ccccc2)cc1OC (stereo not given),100,-29,97,97,1,98,-20,100,98,-20,97
COc1ccc(-c2noc(CCCC(=O)O)n2)cc1,98,-12,102,101,0,105,6,109,101,-3,101
CC(=O)Nc1sc2c(c1CN1CCN(C)CC1)CCCC2,104,-48,104,104,-5,107,-4,104,96,.,105
COc1ccc2c(CC(=O)NCC3CCC(C(=O)O)CC3)cc(=O)oc2c1 (stereo not given),94,2,99,97,0,99,16,100,104,.,95
COC(=O)c1cc(Cl)c(NC(=O)/C=C/c2ccc(Cl)cc2)cc1OC,104,17,101,100,0,101,11,102,101,.,98
COc1cc(C2C3=C(CC(C)(C)CC3=O)OC(N)=C2[N+](=O)[O-])ccc1O (stereo not given),102,-18,103,99,-3,102,15,106,97,-28,101
O=c1[nH]c(NCCO)nc2c1C1(CCCCC1)Cc1ccccc1-2,103,14,101,100,0,100,7,103,102,-4,104
COC(=O)CC1C(C(=O)OC)ON2OC(C(=O)OC)C(C(=O)OC)C12 (stereo not given),103,-4,101,96,-4,100,4,106,100,-14,101
COCCn1c(SCC(=O)Nc2cc(C)nn2-c2ccccc2)nnc1-c1ccncc1,98,-17,100,101,5,103,-7,106,101,19,100
Cc1cccc(OCCCCc2c(C)n[nH]c2C)c1,101,25,102,98,0,101,24,106,100,-10,104
O=C(Nc1ccc(S(=O)(=O)Nc2nccc(C3Cc4ccccc4C(=O)O3)n2)cc1)c1ccccc1 (stereo not given),102,-23,99,97,-3,98,-4,102,99,8,101
c1ccc(-c2nnc3n2N=C(c2ccc4c(c2)OCO4)CS3)nc1,?,-14,?,?,4,?,9,?,100,.,?
CN(C)S(=O)(=O)c1cccc(NC(=S)N/N=C/c2cccc(O)c2)c1,101,-45,97,94,0,92,-5,91,104,7,95
CCOC(=O)c1[nH]c2ccc(OC)cc2c1N=CN(C)C,95,-69,97,101,-6,101,-15,101,98,-26,98
Cc1ccc2cc(CN(Cc3cccs3)Cc3nnnn3CC3CCCO3)c(=O)[nH]c2c1C (stereo not given),98,-8,100,99,-2,102,-3,99,100,.,98
CCN1CCN(CC(=O)Nc2nc3ccc(OC)cc3s2)CC1,102,35,103,101,-2,103,25,104,103,.,103
O=C(CCc1nnc(-c2ccccc2)o1)NCC1CCN(C2CCCC2)CC1,90,-65,95,98,0,93,2,98,96,7,95
COc1ccc(Nc2nccc(OC)c2C#N)cc1,98,-6,102,98,-6,101,-10,98,100,.,101
Cc1cccc(N2CCN(C3=NC(=O)/C(=C\c4cn[nH]c4-c4ccccc4)S3)CC2)c1,96,-14,99,99,9,99,-10,102,78,-6,96
O=C(CCCN1C(=O)c2ccccc2C1=O)NCCN1C(=O)S/C(=C\c2cccs2)C1=O,104,-20,104,103,-7,105,10,107,100,-21,101
COc1ccc2cc(C(=O)C3CCCN(Cc4ccccn4)C3)ccc2c1 (stereo not given),102,-30,98,95,-2,96,12,100,101,-4,98
N/C(=N\c1nc(CSc2ccc(Cl)cc2)cc(=O)[nH]1)Nc1ccccc1C(F)(F)F,95,-3,96,94,0,96,-27,95,100,-14,97
Cc1cc(NC(=O)CCCn2nc([N+](=O)[O-])c(Cl)c2C)no1,96,-12,95,94,-1,97,-2,103,101,-11,94
O=C(O)c1cccc(Oc2cccc(Cl)n2)c1,105,-39,106,107,0,108,-1,111,99,-10,104
CCN(CC)CCCn1c(=S)[nH]c2cc(Cl)ccc2c1=O,100,-23,101,97,-2,99,20,100,103,.,101
Cn1cnnc1SCC(=O)NN(c1ccccc1)c1ccccc1,104,-32,100,101,-2,102,4,104,105,27,101
CC(=O)Cn1nnc2sc(-c3ccccc3)cc2c1=O,99,-33,100,94,-1,98,23,101,99,1,101
COc1ccccc1C(=O)Nc1nc(-c2cccs2)c(NC(C)=O)s1,99,-23,101,98,6,102,7,104,100,.,99
NC(=O)CSc1nnc(-c2ccc(S(=O)(=O)N3CCOCC3)cc2)n1Cc1ccccc1,98,-34,104,99,-2,105,2,108,100,-11,101
CCc1nc(SCC(=O)Nc2nnc(CC)s2)c2c(C)c(C)sc2n1,93,3,95,96,-7,96,-2,96,112,4,95
# Next section
SMILES,Rab7 wt modul,Mcl1 Bid PPI,HRas wt GTP bind,Rac1 act GTP bind,Mcl-1 Bim block,Cdc42 wt GTP,Mcl1-Noxa inh,Rac1 wt GTP bind,RGS8-Gao reg,Pf gametocyte,Rab2 wt GTP
Cc1ccccc1OCC(O)CN1CCN(C)CC1 (stereo not given),107,19,99,99,-3,99,21,100,99,7,98
O=C(CSCC(=O)OCC(=O)c1ccc(Br)cc1)Nc1ccc(Br)cc1,94,5,99,97,1,97,-12,96,98,.,95
CC(C)(C)n1nc2c(c1NC(=O)c1ccc(S(=O)(=O)N3CCCC3)cc1)CS(=O)C2 (stereo not given),99,-22,97,97,-5,96,6,98,97,-6,100
Cc1ccc(CN2C(=O)CCC2C(=O)NCCCN2CCCCC2C)cc1 (stereo not given),97,-24,94,96,0,94,-18,94,99,.,95
O=C(CN1CCN(C(=O)N2CCCCC2)CC1)Nc1ccc(F)cc1,99,3,101,100,-2,104,-3,104,100,.,101
NS(=O)(=O)c1ccc(-n2nncc2C23CC4CC(CC(C4)C2)C3)cc1,104,-6,103,101,-1,107,-7,106,100,.,106

# High-throughput results deposited in PubChem BioAssay by several laboratories.
